CHO-K1 Ca antag: M1 antagonist counterscreen hit in parental CHO-K1 cells. ATP-induced calcium, Fluo-8 fluorescence. 360,000 tested, 0.6% active. inhibition, % at 3 µM;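 active means inhibition above a per-plate cutoff, the plate's mean sample inhibition plus 3 SD, cut at about 24% in these data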;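 further: 0% = DMSO plus EC80 ATP and 100% = DMSO alone without ATP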
TAAR1 agonist: agonists of human TAAR1 | Q96RJ0 | CHO RD-HGA16 TAAR1, Fluo-8 calcium fluorescence; vehicle wells 0%, saturating PEA agonist 100% | activation, % at 3 µM | 360,000 tested, 0.99% active;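 active means activation above the mean activation of all test compounds in the run plus 3 SD, cut at about 38% in these data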
Target sequence (Q96RJ0 whole entry, looked up): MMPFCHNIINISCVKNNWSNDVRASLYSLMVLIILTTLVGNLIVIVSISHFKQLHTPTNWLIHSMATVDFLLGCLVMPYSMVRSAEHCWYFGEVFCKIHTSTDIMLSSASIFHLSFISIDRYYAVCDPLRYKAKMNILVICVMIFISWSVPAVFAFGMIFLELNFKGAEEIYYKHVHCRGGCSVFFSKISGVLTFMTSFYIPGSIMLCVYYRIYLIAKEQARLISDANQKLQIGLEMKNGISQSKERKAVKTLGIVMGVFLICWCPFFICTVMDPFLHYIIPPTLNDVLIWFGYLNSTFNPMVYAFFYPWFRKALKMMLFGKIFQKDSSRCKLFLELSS
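System: CHO-derived RD-HGA16 cells with stable Gα16 and human TAAR1 / Times: 17-24 h plating, Fluo-8 75 min 37 °C, 30 min RT / Technique: calcium-sensitive Fluo-8 signal, excitation 470-495, emission 515-575 nm / Measure: % activation relative to PEA EC100 response / Benchmarks: DMSO and PEA EC100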
TAAR1 antag: human TAAR1 antagonism | 360,000 tested, 1.5% active | Q96RJ0 | inhibition, % at 3 µM | AID 624466 | CHO RD-HGA16 TAAR1, Fluo-8 calcium fluorescence, antagonist;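 active means inhibition above a per-plate cutoff, the mean inhibition of test compounds on that plate plus 3 SD, cut at about 49% in these data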;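 further: 0% = DMSO plus EC80 beta-PEA response and 100% = DMSO alone without agonist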
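Test system: RD-HGA16 CHO cells with stable hTAAR1 and Gα16 / Probe or stimulus: EC80 β-phenethylamine stimulus / Times: seeding 17-24 h prior, 75-min 37 °C, 30-min RT dye loading / Detection: Fluo-8 calcium-sensitive fluorescence / Read-out basis: % inhibition scaled between DMSO and EC80 PEA controls / Repeats: singlicate, one well per test compound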
OXTR potentiator: potentiates the human oxytocin receptor response | P30559 | CHO-OTR cells, Fluo-8 calcium fluorescence, potentiator mode; 0% = oxytocin EC15, 100% = EC100 | activation, % at 3 µM | 320,000 tested, 0.061% active;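 active means activation above that plate's cutoff, the mean activation of tested compounds plus 3 SD, cut at about 6.6% in these data, passing the limit was not always enough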;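 further: 100% uses oxytocin at 75 nM as the full agonist control; some results filed as inactive read as strong as hits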
Target sequence (P30559 whole entry, looked up): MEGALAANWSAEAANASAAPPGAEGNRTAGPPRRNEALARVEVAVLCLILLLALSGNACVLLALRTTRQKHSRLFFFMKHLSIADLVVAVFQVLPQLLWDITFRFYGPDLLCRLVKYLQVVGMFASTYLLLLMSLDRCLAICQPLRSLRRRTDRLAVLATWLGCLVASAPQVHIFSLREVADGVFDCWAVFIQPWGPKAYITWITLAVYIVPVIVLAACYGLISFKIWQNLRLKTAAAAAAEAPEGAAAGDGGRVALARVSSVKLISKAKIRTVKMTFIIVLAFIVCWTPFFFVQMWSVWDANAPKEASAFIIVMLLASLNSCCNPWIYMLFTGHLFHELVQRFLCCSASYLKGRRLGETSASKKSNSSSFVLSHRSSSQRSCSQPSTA
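Replication – single well per compound, singlicate · Assay system – CHO cell line stably expressing human OTR · Timing – 6 min pre-incubation, 100 s read · Measure – normalized max/min fluorescence ratio, % activation · Doses – 3.0 µM, one dose · Detection – Fluo-8 calcium dye fluorescence · Probe or stimulus – oxytocin near EC15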
M1 PAM parental: nonselective activator or artifact in parental CHO-K1 calcium assay | ATP EC20, Fluo-8 calcium fluorescence; 0% at ATP EC20, 100% at ATP max | activation, % at 3 µM | 360,000 tested, 0.02% active | AID 602247;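 active means activation above the run cutoff, the mean activation of all test compounds plus 3 SD, cut at about 40% in these data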;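 further: peak over basal fluorescence ratio in a 140 s read after ATP addition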
CHRM1 antagonist: antagonists of human M1 muscarinic receptor. AID 588852. CHO-K1 hM1, Fluo-8 calcium fluorescence, ACh EC80 antagonist. 360,000 tested, 1.3% active. inhibition, % at 3 µM;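 active means percent inhibition above its own plate's cutoff, namely the mean of that plate's compound wells plus 3 SD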;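 further: peak over basal fluorescence ratio during 140 s after agonist addition; 0% = ACh EC80 plus DMSO and 100% = DMSO alone without agonist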
CHO parental Ca: signal in parental CHO cells, OX1R antagonist counter-screen; inhibition, % at 5.6 µM; parental CHO-K1, ATP-induced calcium, Fluo-8 fluorescence; AID 463079; 330,000 tested, 0.63% active;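 active means inhibition above that plate's mean sample inhibition plus 3 SD, cut at about 26% in these data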;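 further: 0% = ATP-challenged DMSO wells and 100% = DMSO wells without ATP; some compounds past the cut are filed as inactive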
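Assay system: parental CHO cells; Read-out basis: percent inhibition of ATP-evoked calcium rise, normalized to controls; Benchmarks: ATP and no-ATP DMSO wells; Compound dosing: single nominal dose of 5.6 µM per compound; Signal: Fluo-8 calcium dye fluorescence; Also added: ATP as calcium-mobilizing challenge; Repeats: singlicate.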
CHRM1 agonist: human M1 muscarinic receptor agonism | P11229 | CHO-K1 hM1, Fluo-8 calcium fluorescence, agonist mode; 0% DMSO, 100% acetylcholine EC100 | activation, % at 3 µM | 360,000 tested, 0.33% active | AID 588814;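 active means activation above the run's mean compound activation plus 3 SD, cut at about 16% in these data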;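 further: peak over basal fluorescence ratio within a 140 s kinetic read after compound addition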
M1 ag parental: counter-screen for M1 agonists: effect in parental CHO-K1 cells; Fluo-8 calcium fluorescence; scaled to maximal ATP response, vehicle zero; activation, % at 3 µM; 360,000 tested, 0.48% active; AID 602248; in the data active means activation above about 15%;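 further: untransfected CHO-K1 host cells lacking M1 receptor as counterscreen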
Numbers without * were called inactive; nt = no result given. Not a hit list, and some 4.2% of all compounds hit somewhere here.

SMILES | CHO-K1 Ca antag | TAAR1 agonist | TAAR1 antag | OXTR potentiator | M1 PAM parental | CHRM1 antagonist | CHO parental Ca | CHRM1 agonist | M1 ag parental
CC(=O)c1ccc(N2CCN(C(=O)c3ccccc3SCC(=O)NCc3ccco3)CC2)c(F)c1 | -9 | 26 | 40 | nt | -12 | 4 | nt | -2 | 10
Cc1ccc(C)c(OCCCNC2CCCC2)c1C | 11 | 15 | 5 | -10 | -15 | 9 | -7 | -9 | 0.5
CCc1ccc(NC(=O)C[n+]2cc(-c3ccc(C)cc3)n3c2CCC3)cc1 | -13 | 0 | -14 | 1 | 21 | 26 | -18 | -9 | 1.2
NS(=O)(=O)c1cc(C(=O)OCC(=O)NNC(=O)c2ccccc2)ccc1Cl | 9 | 0 | -6 | -6 | 18 | 9 | -3 | -1 | 1.0
CC(C)/C=C/C(=O)N1CCC(N2CCC(C(=O)NCc3ccccn3)CC2)CC1 | -7 | 3 | -10 | -4 | -2 | 3 | -3 | -6 | 0.2
COC(=O)c1ccccc1NC(=O)CNc1ccc(F)c(S(=O)(=O)N2CCOCC2)c1 | 13 | 5 | -11 | -3 | -3 | -4 | -22 | 0 | 0.8
CSC[C@H]1CN(Cc2cccnc2)C(=O)[C@@H]1CC(=O)Nc1ccc(Br)cc1 | 1 | 1 | -28 | nt | 11 | -3 | nt | -6 | 0.1
CCOc1ccc(S(=O)(=O)NC(C)C(=O)NCc2ccccn2)cc1 (stereo not drawn) | -1 | 3 | -1 | -7 | 1 | -6 | -8 | -1 | 0.3
O=C(N/N=C/c1ccc[nH]1)c1cccc([N+](=O)[O-])c1 | -14 | 1 | -12 | -2 | 20 | -10 | -9 | -1 | 0.3
COCCSc1ccccc1C(=O)Nc1nnc(C)s1 | -18 | 1 | -6 | -7 | 10 | -6 | 2 | -3 | 0.2
CCOC(=O)C1CCCN(C(=O)c2cc(C(C)(C)C)nn2C)CC1 (stereo not drawn) | -16 | 2 | -7 | nt | 18 | -14 | nt | 2 | 2.0
COCCNc1nc(Oc2ccc(C(N)=O)cc2)c2sccc2n1 | 4 | 1 | 14 | nt | -5 | -4 | nt | 1 | 1.7
CN(C(=O)COc1ccccc1C(=O)NCc1ccccc1)C1CCS(=O)(=O)C1 (stereo not drawn) | 10 | 0 | -13 | nt | -24 | -14 | nt | 2 | 0.4
C[N+](C)(C)C/C=C1/COCO1 | -7 | 13 | -20 | -4 | 19 | 96* | -10 | 91* | 0.1
O=C(c1ccc(S(=O)(=O)Nc2cccc(C(F)(F)F)c2)cc1)N1CCOCC1 | -5 | 5 | 5 | -15 | 20 | -1 | 11 | 2 | 6.6
CC1(C)CC2CC(C)(CN2C(=O)COC(=O)Cn2[nH]c(=O)c3ccccc3c2=O)C1 (stereo not drawn) | -9 | 7 | 4 | -13 | 12 | -1 | 9 | -4 | 1.6
Cn1cccc1C(=O)N1CCN(c2cccc(C(F)(F)F)c2)CC1 | 0 | 5 | -5 | -7 | 15 | 2 | -17 | -2 | 1.7
Cc1ccc2c(c1)c(/C=C/c1cc[n+](C)cc1)c(C)n2C | -9 | 0 | 3 | nt | 2 | -9 | nt | -3 | 1.4
CC1(C)C(=O)Nc2ccccc2N1C(=O)COC(=O)Cc1ccc(Cl)c(Cl)c1 | -7 | 2 | 33 | -10 | -6 | -7 | -16 | -5 | 0.9
CCOC(=O)C(NC(=O)Nc1ccc(O)cc1)(c1ccccc1)C(F)(F)F (stereo not drawn) | -1 | 3 | -15 | -5 | 18 | -1 | -6 | -3 | 0.4
COc1ccc(C(=O)N/C(=C/c2cccs2)c2nc3ccccc3[nH]2)cc1OC | -6 | 5 | 23 | -11 | 7 | -3 | -13 | -3 | 2.2
Cn1cccc1C1Nc2ccccc2NC2=C1C(=O)CC(C)(C)C2 (stereo not drawn) | 21 | 16 | 56* | -3 | 1 | 42* | -25 | 1 | 3.4
Clc1cccc(Oc2cnns2)c1Cl | -12 | 6 | -9 | 1 | 6 | -11 | -7 | -5 | -0.4
CS(=O)(=O)N1CCCC(C(=O)NCCCN2CCOCC2)C1 (stereo not drawn) | -22 | 8 | -12 | 4 | 11 | -28 | 5 | 1 | 0.7
CCOC(=O)Cn1nnnc1CN(CCc1ccccc1)Cc1cc2cc(CC)ccc2[nH]c1=O | 7 | 25 | 29 | -6 | -2 | 8 | -17 | -6 | 1.1
COc1ccc(C(=O)N2CCN(c3cnn(-c4ccccc4)c(=O)c3Cl)CC2)cc1 | -8 | 2 | -6 | -4 | 14 | -3 | 8 | -5 | 4.2
COc1ccc(OC)c(NC(=O)CN(c2ccc(C(C)C)cc2)S(=O)(=O)c2c(C)noc2C)c1 | -14 | -2 | 0 | -6 | 18 | -6 | -7 | -5 | 4.3
COc1ccc(NC(=O)CSc2nnc(-c3ccccn3)n2N)c(OC)c1 | 0 | 7 | 0 | -6 | 7 | 9 | -20 | -3 | 0.1
CC(NC(=O)c1ccco1)C(=O)N1CCN(S(=O)(=O)c2ccccc2C#N)CC1 (stereo not drawn) | -9 | 4 | 9 | -7 | 3 | 2 | -7 | -6 | 0.4
COc1ccccc1NC(=O)CNC(=O)Cn1cnc2sc(C)c(C)c2c1=O | 16 | 2 | -23 | -6 | -2 | -3 | 11 | -3 | 1.2

Arranged by number of heavy atoms (lowest first): part of the list above
SMILES | CHO-K1 Ca antag | TAAR1 agonist | TAAR1 antag | OXTR potentiator | M1 PAM parental | CHRM1 antagonist | CHO parental Ca | CHRM1 agonist | M1 ag parental
Clc1cccc(Oc2cnns2)c1Cl | -12 | 6 | -9 | 1 | 6 | -11 | -7 | -5 | -0.4
Cc1ccc(C)c(OCCCNC2CCCC2)c1C | 11 | 15 | 5 | -10 | -15 | 9 | -7 | -9 | 0.5
COCCSc1ccccc1C(=O)Nc1nnc(C)s1 | -18 | 1 | -6 | -7 | 10 | -6 | 2 | -3 | 0.2
CS(=O)(=O)N1CCCC(C(=O)NCCCN2CCOCC2)C1 (stereo not drawn) | -22 | 8 | -12 | 4 | 11 | -28 | 5 | 1 | 0.7
CCOC(=O)C1CCCN(C(=O)c2cc(C(C)(C)C)nn2C)CC1 (stereo not drawn) | -16 | 2 | -7 | nt | 18 | -14 | nt | 2 | 2.0
COc1ccc(NC(=O)CSc2nnc(-c3ccccn3)n2N)c(OC)c1 | 0 | 7 | 0 | -6 | 7 | 9 | -20 | -3 | 0.1
COc1ccccc1NC(=O)CNC(=O)Cn1cnc2sc(C)c(C)c2c1=O | 16 | 2 | -23 | -6 | -2 | -3 | 11 | -3 | 1.2
COc1ccc(C(=O)N/C(=C/c2cccs2)c2nc3ccccc3[nH]2)cc1OC | -6 | 5 | 23 | -11 | 7 | -3 | -13 | -3 | 2.2
CC1(C)CC2CC(C)(CN2C(=O)COC(=O)Cn2[nH]c(=O)c3ccccc3c2=O)C1 (stereo not drawn) | -9 | 7 | 4 | -13 | 12 | -1 | 9 | -4 | 1.6
CCOC(=O)Cn1nnnc1CN(CCc1ccccc1)Cc1cc2cc(CC)ccc2[nH]c1=O | 7 | 25 | 29 | -6 | -2 | 8 | -17 | -6 | 1.1

Following part:
SMILES | CHO-K1 Ca antag | TAAR1 agonist | TAAR1 antag | OXTR potentiator | M1 PAM parental | CHRM1 antagonist | CHO parental Ca | CHRM1 agonist | M1 ag parental
CC(=O)c1ccc(OC(C)C)c(CSC(=N)N)c1 | -3 | 30 | -9 | 2 | 16 | -8 | -10 | -12 | 0.8
COc1ccc(C)cc1NC(=O)n1ncc2c(C)cccc21 | -3 | 1 | 3 | -3 | 4 | -9 | -9 | 3 | -0.1
O=C(NCCc1c[nH]c2ccccc12)c1ccc(Cl)cc1 | 12 | -3 | 19 | -6 | 1 | -7 | -15 | -7 | 0.2
COc1ccc(-c2c([C@H]3[C@H]4C=CC[C@@H](C)[C@@H]4C(=O)N3Cc3ccccc3)ccc3ccccc23)cc1OC | -4 | 6 | 1 | -8 | -6 | 9 | -14 | -4 | -0.4
CCCCCCCC(=O)NNC(=O)CCC(=O)O | -4 | 1 | 0 | -2 | 4 | -13 | -5 | -1 | 0.1
O=C1CC(N2CCN(c3cccc(C(F)(F)F)c3)CC2)C(=O)N1c1ccccc1 (stereo not drawn) | -6 | 7 | -5 | -2 | 20 | -9 | -7 | -5 | 0.9
Cc1c(CC(=O)O)c(=O)oc2c(C)c(OCc3ccccc3)ccc12 | -2 | 0 | -13 | nt | 13 | -7 | nt | -5 | 0.6
COc1cccc(CN2CCNC(=O)C2CC(=O)NCCCC2CCCC2)c1OC (stereo not drawn) | -2 | -1 | -17 | -3 | -9 | -9 | -20 | -2 | 0.3
Cc1ccc(Cl)cc1NC(=O)COC(=O)c1ccccc1O | -7 | -2 | -1 | -18 | 9 | -3 | -3 | -2 | 3.1
Cc1ccc[n+](CC(=O)Nc2cccc(Cl)c2)c1 | -2 | 5 | -11 | 5 | 1 | -4 | -6 | -7 | -0.5
Cc1ccc(S(=O)(=O)c2ccccc2)cc1S(=O)(=O)N1CCOCC1 | -3 | 5 | 0 | -4 | 1 | -7 | -8 | -1 | 1.2
CC1=CC(=O)C2(C)C(C)=C(C)C12C (stereo not drawn) | -10 | 1 | 0 | nt | -4 | -7 | nt | -2 | 0.1
CN(C(=O)COC(=O)CN1C(=O)C2CC=CCC2C1=O)c1ccccc1 (stereo not drawn) | -2 | 2 | -1 | -3 | 10 | -17 | -7 | -3 | 0.5
CCCCn1nc(C(=O)N(C)CC(=O)Nc2ccc(F)c(F)c2F)ccc1=O | 5 | 6 | -19 | -7 | -12 | 19 | -10 | -3 | -0.3
CC(/C=N/n1c(COc2ccccc2)n[nH]c1=S)=C\c1ccco1 | -1 | 6 | -15 | -10 | -2 | 4 | -8 | -4 | 0.1
Cc1ccc2nc(NC(=O)c3cc(-c4ccco4)nc4ccccc34)sc2c1 | 1 | 4 | 0 | -9 | 5 | 11 | -24 | -8 | -0.2
O=c1cc(O)c2ccccc2n1Cc1ccccc1F | -10 | 2 | -5 | -14 | -7 | -11 | 0 | -2 | 0.7
Cc1cc(-c2csc(N)n2)c(C)n1CCc1ccccc1 | -13 | 78* | 37 | -15 | 7 | -9 | -5 | -3 | -0.1
